HTR5A inv ctr = HTR5A inverse agonists in luminescence cell assay, primary screen, counter-screen for OPRM1-OPRD1 heterodimer inverse agonist project, full-deck HTS; AID 504634, 2011; inhibition, % at 9.3 µM; hit rate 0.083% among 340,000; HTR5A cell line, inverse agonism; in the data active = inhibition mostly above about 23%, no sharp cut-off; inactive = mostly below about 18%;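 note: 0% = cells with DMSO and 100% = no-cell wells with DMSO; some compounds called inactive have numbers as strong as hits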
Wnt bcat act = Wnt/beta-catenin pathway activators, primary screen, cell-based, plate reader, single point. activation, % at 9.35 µM. Wnt/beta-catenin reporter cell assay, activator. AID 743398, 2014. hit rate 1.2% among 300,000; in the data active = activation above about 30%, passing the limit was not always enough; inconclusive = no clear call, values can overlap the other calls;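 note: 0% = neutral control wells and 100% = positive control wells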
CDK5 p35 inh = inhibitors of human CDK5/p35 kinase, primary screen, biochemical, single concentration; Cyclin-dependent kinase 5 (Homo sapiens) + Cyclin-dependent kinase 5 activator 1 (Homo …; Recombinant CDK5/p35, ADP-Glo luminescence, 60 min; inhibition, % at 10 µM; hit rate 0.01% among 330,000; AID 488839, 2010;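 active = highest replicate inhibition of at least 50% and at least 75% of replicates reaching 50%; inconclusive = only one of the two criteria met; inactive = both criteria failed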;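 note: plate controls were DMSO neutral control for no effect and GW8510 at 10 µM for full effect; many of its hits are not listed in these tables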
Target sequence (Q00535 whole entry, looked up): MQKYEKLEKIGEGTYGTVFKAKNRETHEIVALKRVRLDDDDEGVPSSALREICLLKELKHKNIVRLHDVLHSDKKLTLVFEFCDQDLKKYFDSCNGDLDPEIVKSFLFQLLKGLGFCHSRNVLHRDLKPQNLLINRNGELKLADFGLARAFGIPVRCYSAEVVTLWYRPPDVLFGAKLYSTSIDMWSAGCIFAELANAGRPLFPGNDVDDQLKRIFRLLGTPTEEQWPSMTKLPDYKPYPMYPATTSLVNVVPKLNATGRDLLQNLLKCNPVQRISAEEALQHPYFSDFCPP
Target sequence (Q15078 whole entry, looked up): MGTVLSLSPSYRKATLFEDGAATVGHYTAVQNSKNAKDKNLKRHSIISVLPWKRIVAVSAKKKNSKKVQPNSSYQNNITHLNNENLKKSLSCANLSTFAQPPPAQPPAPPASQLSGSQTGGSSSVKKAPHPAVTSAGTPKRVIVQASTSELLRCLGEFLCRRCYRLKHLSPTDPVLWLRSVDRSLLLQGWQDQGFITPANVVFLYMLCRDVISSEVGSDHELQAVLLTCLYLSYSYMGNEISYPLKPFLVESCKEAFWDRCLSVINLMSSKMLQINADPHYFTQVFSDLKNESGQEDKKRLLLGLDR
MITF act = activators of MITF-driven TRPM1 promoter reporter, primary screen, cell-based, SK-MEL-5, luciferase, single point; hit rate 0.75% among 300,000; AID 588334, 2011; activation, % at 12.5 µM; SK-MEL-5 TRPM1-promoter luciferase, 24 h; % of positive control, neutral wells = 0;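 active = mean activation of at least 80% with every replicate also reaching 80%; inconclusive = mean reaches 80% but some replicate falls short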;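 note: 0% = neutral control wells and 100% = parthenolide positive control wells; values of inactives mirror those of a sister screen read the other way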
V-ATPase pH = regulators of yeast V-ATPase proton pumping, primary screen, pHLuorin cytosolic pH fluorescence; S. cerevisiae; response, % at 10 µM; hit rate 0.37% among 350,000; in the data active = response mostly above about 7.3%, no sharp cut-off; inactive = mostly below about 5.4%; note: actives read high; inactives centre near 0; some compounds called inactive have numbers as strong as hits; reference of the scale not given here
HTR5A ag ctr = HTR5A agonists in luminescence cell assay, primary screen, counter-screen for OPRM1-OPRD1 heterodimer agonist project, full-deck HTS; 5-hydroxytryptamine receptor 5A (Homo sapiens), P47898; cell-based; activation, % at 9.3 µM; hit rate 0.61% among 340,000; in the data active = activation mostly above about 9.5%, no sharp cut-off; inactive = mostly below about 7.6%;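 note: 0% = cells with vehicle only and 100% = reference agonist; strong numbers were not always called active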
dFosB act = activators of delta FosB homodimer, primary screen, biochemical, fluorescence polarization, TAMRA-CDK5 oligo, single point. Protein FosB (Mus musculus), P13346. purified delta FosB; percent of positive-control signal above neutral wells. activation, % at 25 µM. hit rate 0.99% among 340,000. AID 493131, 2011;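 active = mean activation above about 17%, with every replicate also reaching it, limit read from the data, passing the limit was not always enough; inconclusive = only one of the two conditions met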;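 note: fluorescence polarization rise as delta FosB binds a TAMRA Cdk5 AP-1 oligo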
Target sequence (P13346 whole entry, looked up): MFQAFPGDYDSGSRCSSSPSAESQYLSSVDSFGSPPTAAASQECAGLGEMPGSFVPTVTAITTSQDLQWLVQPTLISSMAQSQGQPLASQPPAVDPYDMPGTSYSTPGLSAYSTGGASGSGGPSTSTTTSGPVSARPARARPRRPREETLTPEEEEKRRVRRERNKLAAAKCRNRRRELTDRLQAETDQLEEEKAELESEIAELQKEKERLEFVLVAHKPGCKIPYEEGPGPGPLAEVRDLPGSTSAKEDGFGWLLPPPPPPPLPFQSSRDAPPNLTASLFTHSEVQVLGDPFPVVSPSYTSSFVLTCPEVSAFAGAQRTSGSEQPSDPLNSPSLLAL
PvdQ acylase = P. aeruginosa PvdQ acylase inhibitors, primary screen, biochemical, fluorescence, plate reader and imaging, single point; hit rate 0.063% among 340,000; AID 488965, 2010; purified PvdQ acylase; inhibition, % at 10 µM; in the data active = inhibition above about 30%, passing the limit was not always enough; inconclusive = no clear call, values can overlap the other calls;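 note: 0% = vehicle neutral wells and 100% = reference inhibitor wells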
SR-BI HDL uptake = inhibitors of SR-BI mediated HDL lipid uptake, primary screen, ldlA[mSR-BI] cells, fluorescence, single point | Scavenger receptor class B member 1 (Mus musculus), Q61009 | ldlA[mSR-BI] CHO cells, DiI-HDL uptake fluorescence, 3 h | inhibition, % at 12.5 µM | hit rate 0.96% among 320,000;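 active = mean replicate inhibition of at least 70% and a set share of replicates each scoring 70 or more; inconclusive = meets just one of the two criteria; inactive = fails both criteria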;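 note: 0% = median of neutral control wells and 100% = median of positive control wells; values of inactives mirror those of a sister screen read the other way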
NSD2 inh = NSD2 histone methyltransferase inhibitors, primary screen, biochemical, AlphaScreen, single concentration, set 2; Histone-lysine N-methyltransferase NSD2 (Homo sapiens), O96028; NSD2 peptide methylation, 120 min; inhibition, % at 12.5 µM; hit rate 0.54% among 310,000; AID 743445, 2014; in the data active = inhibition above about 50%
* hit, by the source's call; ? = inconclusive; · = no result given. The order is random; 5% or so of the library scored in one or more.

SMILES | HTR5A inv ctr | Wnt bcat act | CDK5 p35 inh | MITF act | V-ATPase pH | HTR5A ag ctr | dFosB act | PvdQ acylase | SR-BI HDL uptake | NSD2 inh
OC(CC1CC12c1ccccc1-c1ncccc12)(c1ccccc1)c1ccccc1 (centres undefined) | -4 | · | 0.0 | -2 | -1 | 3 | -13 | 4 | 24 | -1
O=C(c1cccc([N+](=O)[O-])c1)N1CCN(C(=O)c2ccco2)CC1 | 2 | 0 | -1.2 | 0 | 2 | -4 | 0 | -8 | -27 | -4
COc1ccc(/C=N/NC(=O)c2ccc(-n3cnnn3)cc2)cc1 | -10 | 0 | -3.1 | 16 | -3 | -2 | -1 | -10 | 1 | -4
Cc1nn(CC(=O)N(C)C)c(=O)c2ccccc12 | 8 | 1 | 0.9 | -2 | 0 | -3 | -5 | -3 | -10 | -4
C/C(=N\OCC(=O)OC(C)C(=O)Nc1ccc(C(N)=O)cc1)c1ccc2c(c1)OCO2 (centres undefined) | 0 | -3 | 0.0 | 7 | -2 | 0 | 3 | 6 | -2 | 8
Cc1c(NC(=O)Nc2ccc(Cl)cc2Cl)c(=O)n(-c2ccccc2)n1C | 13 | 2 | 0.6 | -10 | -5 | -3 | -4 | -12 | · | 2
COc1ccc(CNC(=O)CCCn2nc(C)n3c(cc4sccc43)c2=O)cc1 | -6 | -1 | -0.4 | 17 | 1 | 1 | -7 | -5 | -1 | 0
CCOC(=O)C1CCCN(C(=S)NC2CCCC2)C1 (centres undefined) | -7 | -2 | 0.8 | -4 | 1 | 2 | -5 | -14 | -14 | -3
CCc1cc2c(=O)n(Cc3ccco3)c(SCc3c(C)noc3C)nc2s1 | -13 | -8 | 0.9 | -29 | 2 | 4 | -9 | -10 | 51 | ·
CN(Cc1ccon1)Cc1cn[nH]c1-c1ccc(-c2ccccc2)cc1 | -29 | ? | -2.1 | 25 | -2 | 1 | -10 | -6 | -16 | 0
COc1ccc(N(CC(=O)NCCc2ccccc2)C(=O)CCC(=O)Nc2nccs2)cc1 | 7 | 1 | 0.2 | -6 | -98 | -3 | -6 | -1 | · | -4
CCOc1ccc(CC(=O)N2CCN=C2SCc2ccc([N+](=O)[O-])cc2)cc1 | 3 | -3 | -0.7 | 5 | -3 | -1 | -11 | -3 | 5 | -3
CCOC(=O)c1c(C)[nH]c(C)c1S(=O)(=O)NC(C)Cc1ccco1 (centres undefined) | -9 | -2 | 2.2 | 5 | 1 | 2 | 1 | -8 | 10 | 4
CCN(CC)C(=O)/C=C/c1ccccc1 | 26 | 10 | 0.6 | 35 | 2 | 1 | -2 | -6 | 1 | ·
CC(=O)c1cccc(Nc2nc3ccccc3n3cnnc23)c1 | 4 | 1 | 1.0 | 11 | 2 | -1 | -42 | -17 | 15 | -4
N#Cc1ccc(S(=O)(=O)N2CCN(C(=O)C3CC(=O)N(c4ccc5c(c4)OCCO5)C3)CC2)cc1 (centres undefined) | 15 | -2 | 1.7 | 1 | -6 | -3 | -3 | -22 | -13 | 0
CCc1nc(SCC(=O)Nc2ccccc2Cl)n[nH]1 | 3 | -1 | 5.1 | 1 | 2 | -4 | 7 | 2 | 0 | 18
C=CCn1c(C(C)NC(=O)c2ccccc2C)n[nH]c1=S (centres undefined) | 33 | 0 | 1.7 | 1 | 0 | -2 | -4 | -9 | -7 | -4
CCn1cc(C(=O)NC(=S)Nc2sc3c(c2C(=O)OC)CCCCCC3)cn1 | -14 | -6 | 0.0 | -29 | 5 | -1 | 5 | -21 | -6 | 0
Cc1nc(SCC(=O)N2CCCCCC2)[nH]c(=O)c1C | -4 | -1 | -1.4 | 3 | 4 | 0 | -9 | -10 | -20 | 2
COc1cccc(C(=O)Nc2cc(C)nn2-c2ccccc2)c1OC | -17 | -3 | 2.1 | 0 | 1 | 6 | -8 | -7 | -2 | -3
CCCCCc1nnc(N)s1 | 14 | · | -0.9 | -10 | -2 | -2 | 4 | 5 | 2 | -2
CCOC(=O)C1=C(CNCCc2ccc(Cl)cc2)NC(=O)NC1c1cccc([N+](=O)[O-])c1 (centres undefined) | -8 | 4 | -5.6 | -4 | -1 | 3 | -15 | -9 | 60 | 0
COC(=O)CNC(=O)COC(=O)/C=C/c1ccc2ccccc2n1 | -18 | -1 | 2.0 | -2 | -2 | -2 | 0 | -13 | -3 | -2
CCCCC(c1nnnn1CC1CCCO1)N1CCN(c2cccc(C)c2C)CC1 (centres undefined) | 9 | · | 0.4 | 9 | -1 | 6 | -8 | -8 | 36 | -1
Cc1ccc(OCC(=O)Nc2ccc(N3CCN(C(=O)c4ccco4)CC3)cc2)cc1 | -2 | -1 | -3.0 | -6 | -3 | 1 | -11 | -21 | 65 | 3
COc1ccc(CC(=O)NC(c2ccccc2)c2ccccc2)cc1S(=O)(=O)N1CCOCC1 | 7 | · | -1.3 | 5 | -1 | -2 | -5 | 2 | -10 | 0
C[C@H](CO)N1C[C@H](C)[C@@H](CN(C)Cc2ccc(Cl)c(Cl)c2)Oc2c(NC(=O)C3CC3)cccc2C1=O | -20 | -5 | 1.4 | 0 | 13 | -2 | -30 | -17 | 41 | ·
CCOCCCNCc1cc(Br)ccc1OCC | -2 | -1 | 0.4 | 5 | 3 | -6 | 3 | -9 | -6 | 2
O=C(CSc1nc2ccccc2[nH]1)c1ccccc1F | 15 | ? | 1.3 | 56 | 2 | -6 | -8 | -7 | 12 | -2
O=C(N1CCN(c2ncccn2)CC1)C12CC3CC(CC(C3)C1)C2 | -16 | 1 | -0.5 | 14 | -1 | -2 | -8 | -6 | 18 | -1
COC(=O)CCN1CCC2CC1c1cc(Cl)ccc12 (centres undefined) | 6 | -1 | 1.2 | -2 | 3 | -2 | 0 | -9 | -15 | ·
CC(C)NC(=O)C1COc2ccccc2O1 (centres undefined) | 1 | -2 | -3.6 | -8 | 5 | -1 | 3 | -17 | -15 | 0
COC(=O)c1cnc(SCc2ccc(Cl)cc2)n1C | -13 | -3 | -1.7 | 31 | 6.3* | 5 | 3 | -13 | 3 | -4
C=CCNC(=S)NNC(=O)COc1c(Cl)cc(Cl)cc1Cl | 8 | · | 0.8 | 0 | -1 | -3 | -2 | 4 | -7 | 1
CN1CCN(Cc2nc3ccccc3c(=O)n2Cc2nc(-c3ccccc3F)cs2)CC1 | -34 | · | 1.1 | -26 | -2 | 10 | -6 | -13 | -26 | 10
Cc1cc(NC(=O)c2ccc(S(=O)(=O)Nc3ccccc3)cc2)no1 | -17 | -7 | -0.9 | · | -6 | 7 | -10 | 2 | 5 | -3
COc1ccc(OC)c(NC(=O)CCC(=O)Nc2nnc(C(F)(F)F)s2)c1 | 22 | · | -0.4 | -2 | -1 | -1 | -6 | -4 | -7 | -4
CC(C)Cc1nnc(NC(=O)c2cc(S(=O)(=O)N(C)C)ccc2N2CCCC2)s1 | -14 | 2 | 0.0 | 5 | -2 | -1 | -14 | -5 | -22 | -1
CCCCn1c(N)c(N(CCOC)C(=O)Cn2c(=O)oc3ccccc32)c(=O)[nH]c1=O | 3 | -2 | -2.3 | -9 | -7 | 3 | 4 | 3 | -2 | -1
CCCCCCc1c(C)c2ccc(OCC(=O)N[C@@H](Cc3ccccc3)C(=O)O)cc2oc1=O | 8 | -1 | 0.8 | 8 | -2 | 4 | -25 | 12 | 28 | ·
Cc1ccc(C(=O)OCC(=O)N2CCC(c3ccccc3)=N2)cc1 | -3 | -2 | 2.8 | 0 | 5 | 1 | -6 | -10 | -12 | -1
Cc1c(Cl)cccc1NC(=O)CNC(=O)c1ccc(F)cc1 | 16 | -1 | 2.8 | -3 | -1 | 2 | 4 | -14 | -11 | -2
Cc1cccc(/C=N/NC(=O)C[n+]2ccccc2)c1 | -25 | 1 | 3.2 | 5 | -6 | 0 | -9 | -2 | -19 | -1
Nc1cc(Cl)ccc1N1C(=O)CCC1=O | -3 | 1 | -0.3 | -3 | -2 | 1 | 7 | -6 | -3 | 32
O=C(O)c1ccc2c(c1)C(=O)N(NC(=O)c1ccccc1)C2=O | -12 | 6 | -0.3 | 1 | 1 | -3 | -3 | -14 | -21 | 0
COc1cc(S(=O)(=O)N2CCOCC2)ccc1NC(=O)COC(=O)CC12CC3CC(CC(C3)C1)C2 | -13 | · | 0.5 | 9 | 2 | 8 | -4 | -8 | 55 | 11
COC(=O)CCC(=O)Nc1sc2c(c1C#N)CCCC2 | 1 | -3 | 0.9 | -18 | 0 | 3 | -4 | -11 | -14 | 2
Cc1ccc(NC(=O)N2CCC(C(=O)NCc3ccc(F)cc3)CC2)cc1 | -2 | 5 | -3.8 | · | 0 | -2 | -9 | -13 | 15 | 0
CC(C)[C@H](NC(=O)c1ccc(F)cc1)C(=O)OCC(=O)NC(=O)c1cccn1C | 6 | · | 2.0 | -2 | 3 | -2 | -10 | -5 | 25 | 3
Next records follow:
SMILES | HTR5A inv ctr | Wnt bcat act | CDK5 p35 inh | MITF act | V-ATPase pH | HTR5A ag ctr | dFosB act | PvdQ acylase | SR-BI HDL uptake | NSD2 inh
COc1cc(OC)cc(-c2nc3ccccc3s2)c1 | 3 | · | -1.8 | 39 | 2 | 1 | -37 | -5 | 28 | -1
CC(=O)N1CCCN(C(=O)c2ccc3nc(Cc4cccc(Cl)c4)oc3c2)CC1 | -7 | -1 | 1.7 | -10 | 2 | 5 | -9 | -18 | -11 | 1
C=CCc1c(OC(C)=O)c2ccccc2n(C)c1=O | -14 | -1 | -0.6 | -15 | 0 | 5 | -8 | -9 | -9 | -2
C=CCn1c(SCC(=O)c2cc(C)n(CC3CCCO3)c2C)nnc1-c1ccccc1 (centres undefined) | 23 | -6 | 1.3 | -2 | -6 | -1 | 0 | 10 | 6 | 5
COc1ccc(NC(=O)c2cc(S(=O)(=O)Nc3ccc(OC)cc3)cs2)cc1 | 2 | 1 | -0.3 | -12 | -1 | -1 | -3 | 2 | 10 | 3
CCOc1ccc(S(=O)(=O)Nc2cc(S(=O)(=O)N3CCOCC3)ccc2OC)cc1 | 4 | 3 | -0.9 | -8 | 3 | -2 | 2 | -20 | -12 | -4
Cc1ccc(Cn2ncc(C)c2N)o1 | 13 | 1 | 0.0 | 13 | 1 | -5 | -2 | 10 | 9 | 11
Cc1ccc(/C=C/C(=O)c2cc(Br)ccc2OC(=O)c2ccco2)cc1 | 3 | 7 | 0.1 | -23 | 2 | -2 | -13 | 4 | 5 | -3

Complete entries, quoted from the list. Screens in order: HTR5A inv ctr	Wnt bcat act	CDK5 p35 inh	MITF act	V-ATPase pH	HTR5A ag ctr	dFosB act	PvdQ acylase	SR-BI HDL uptake	NSD2 inh
Cc1ccc(Cn2ncc(C)c2N)o1 in the list: 13	1	0.0	13	1	-5	-2	10	9	11
CC(=O)N1CCCN(C(=O)c2ccc3nc(Cc4cccc(Cl)c4)oc3c2)CC1 in the list: -7	-1	1.7	-10	2	5	-9	-18	-11	1

Screens deposited in PubChem BioAssay by several laboratories.
